miR-122 sensor: miR-122 Renilla sensor signal increase in Huh7, primary screen, miR-122 inhibitor project, cell-based, single point, plate reader; activation (reporter increase), % at 12.5 µM; Huh7 miR-122 Renilla luciferase sensor, 48 h; neutral wells = 0, positive control = 100; hit rate 0.3% among 340,000;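 active means mean replicate activation score at least 90 and every replicate individually at or above 90; inconclusive means only one of the two criteria met; inactive means neither criterion met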;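 further: higher luciferase means less miR-122 activity so hits act as miR-122 inhibitors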
CFTR F508del cor: F508del CFTR correction, initial screen, CFBE line, single point. CFBE cells, YFP halide quenching; stimulated with forskolin plus potentiator P3; % fluorescence drop versus neutral controls. activity (quench increase), % at 7.58 µM. hit rate 0.36% among 350,000. AID 720511, 2013;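 active means mean added fluorescence quench of at least 8% versus neutral control, with both replicates also reaching 8%; inconclusive means only one of the mean or replicate conditions met; inactive means mean below 8% and not both replicates reaching 8%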;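 further: cells transiently co-express mutant CFTR-F508del with the halide-sensitive YFP; corrector assay measuring rescue of mutant channel to the surface after 24 h compound exposure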
GSIS activator: GLuc luminescence reporter in INS-1E cells, primary screen for activators of glucose-dependent secretion of insulin; INS-1E GLuc reporter insulin secretion, 2-3 h; AID 743287, 2014; activation, % at 16.6 µM; hit rate 0.61% among 370,000;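 active means lowest replicate activation of at least 40%, so every replicate reaches that level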;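 further: 0% = median of neutral control wells and 100% = median of IBMX positive control wells; some compounds called inactive have numbers as strong as hits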
FN deposition inh: inhibitors of fibronectin matrix deposition, primary screen, AH1F cells, Alexa488-fibronectin fluorescence, plate reader. AH1F fibroblasts, overnight. inhibition, % at 12.6 µM. hit rate 0.086% among 350,000. AID 743247, 2014;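 active means mean inhibition across replicates of 30% or more, regardless of how many single replicates reach that level; inconclusive means mean under 30% yet at least half of replicates reach 30%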;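 further: positive control wells lacked labelled fibronectin entirely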
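Test system: AH1F fibroblast monolayer depositing Alexa488-labelled fibronectin into matrix. Input: 10000 cells per well. Technique: fluorescence, ex 485 nm, em 525 nm. Buffer or medium: DMEM plus 2% serum, read in PBS. Timing: 1 h cell adhesion before compound, then overnight fibronectin incubation. Compound: single dose, pinned. Read-out basis: inhibition from reduced deposited-fibronectin fluorescence.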
PAX8 reporter: inhibitors of PAX8-driven TPO luciferase reporter, primary screen, RMG-I cells, single concentration | inhibition, % at 12.6 µM | SteadyGlo, 24 h | hit rate 1.2% among 360,000;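 active means mean replicate inhibition at least 60% with every replicate also reaching 60%; inconclusive means only one of the two criteria is met; inactive means mean below 60% and not all replicates reaching 60%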;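 further: luciferase light reporting Pax8 driven TPO promoter activity; plate controls were median of neutral control wells for no effect and mitoxantrone controls for full effect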
DENV2 CPE: inhibitors of DENV2 cytopathic effect, primary screen, cell-based, plate reader, single concentration; DENV2-infected cells, cytopathic effect rescue; CPE inhibition, % at 9.99 µM; hit rate 1.7% among 350,000; in the data active means CPE inhibition above about 20%, passing the limit was not always enough; inconclusive means no clear call, values can overlap the other calls; tested in BHK-21 cells;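 further: 0% = median of neutral control wells and 100% = median of positive control wells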
EWS-Fli inh: EWS/Fli-driven NR0B1 reporter inhibitors, primary screen, A673 cells, NR0B1 luciferase, luminescence, MLPCN library; AID 651661, 2012; viability-normalised; inhibition, % at 12.6 µM; hit rate 0.67% among 350,000;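 active means mean inhibition of at least 50% after viability correction, with every replicate also passing that limit; inconclusive means mean reaches 50% but only one of two replicates passes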;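 further: firefly luciferase signal divided by Alamar Blue viability fluorescence both relative to DMSO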
Active calls of the source: *; u = inconclusive; x = no result given; [ ] = dose if it differs, or a comment. Outcome played no part in choosing rows; 3.9% or so of the library scored in one or more.

SMILES	miR-122 sensor	CFTR F508del cor	GSIS activator	FN deposition inh	PAX8 reporter	DENV2 CPE	EWS-Fli inh
COc1cccc(NC(=O)COC(=O)c2c(NC(C)=O)sc(C)c2C)c1	-3	0.9	9	4	-14	-2	-12
O=C(COC(=O)c1ccc(Cl)c([N+](=O)[O-])c1)NC1CCCC1	-4	x	-10	1	17	2	6
Cc1noc(C)c1S(=O)(=O)Nc1ccc2c(c1)C(=O)N([C@@H](C)CO)C[C@H](C)[C@H](CN(C)S(=O)(=O)c1cccs1)OCCCC[C@@H](C)O2	-6[16.7 µM]	1.7	0	-13	2	7	5
O=C(CC1S/C(=N/N=C2CCCCCC2)NC1=O)Nc1ccccc1F (stereo not drawn)	1	2.9	-5	x	-7	-1	8
C[C@H](CO)N1C[C@H](C)[C@@H](CN(C)S(=O)(=O)c2cccs2)Oc2ccc(NC(=O)CCN3CCOCC3)cc2CC1=O	-3[16.7 µM]	-2.2	0	x	-12	1	0
O=C(c1ccc(F)c(S(=O)(=O)N2CCOCC2)c1)N(CCc1ccccc1)Cc1ccccc1	x	-3.8	-30	-1	3	0	12
Cc1ccc(NC(=O)c2cc(S(=O)(=O)N3CCCC3)cn2C)cc1	x	-1.5	x	-1	-3	4	-2
CC(=O)N1CC[C@H]2[C@@H]1c1cc(-c3ccccc3)ccc1N(C)[C@H]2CO	-1[16.7 µM]	-1.5	-4	0	6	x	4
CCN1C(=NCC(C)C)N[C@@H](c2cccc(F)c2)C(C(=O)OC)=C1C	-2	-1.3	-9	17	16	-5	-8
O=C(Nc1nc2ccc(S(=O)(=O)N3CCCCC3)cc2s1)c1ccncc1	6	x	x	-4	-2	x	x
C[C@@H]1CCCCO[C@@H](CN(C)C(=O)c2ccncc2)[C@H](C)CN([C@H](C)CO)C(=O)c2cc(NS(=O)(=O)c3cccs3)ccc2O1	-4[16.7 µM]	0.3	-7	0	0	-2	-11
COc1cc(C(F)(F)F)c(C(=O)N(C)Cc2cccc(Cl)c2)cn1	-5	-0.8	-14	-6	10	-5	10
O=C1NC(Cc2ccc(Cl)cc2)COCc2cnnn2CCC1c1ccccc1 (stereo not drawn)	x	x	13	0	4	-5	-1
O=C(N/N=C/c1ccc(-n2ccnc2)cc1)c1cccs1	0	0.0	8	x	-109	8	-58
CC(=O)Nc1ccc2c(c1)C(=O)N(C)[C@@H]1CC[C@@H](CC(=O)NCc3ccc(F)cc3)O[C@H]1CO2	4[16.7 µM]	0.8	-13	-15	7	4	7
CC(=O)c1cccc(NC(=O)C2(C)Cc3c(-c4ccccc4)ccnc3O2)c1 (stereo not drawn)	-1	0.3	-32	3	29	5	6
O=C(NN=Cc1ccccc1Cl)C(=O)Nc1cccc(C(F)(F)F)c1	x	-4.0	21	0	-7	-9	0
Cc1cc(Br)cc(Br)c1OCC(=O)NNC(=O)CCC(=O)NCc1ccccc1	x	0.1	-5	x	-7	-6	x
CC1=C(C(=O)N(C)C)CC(CC(=O)NCCCN(C)C)C(=O)N1Cc1ccc(C(C)(C)C)cc1 (stereo not drawn)	0	-1.4	-4	-11	-4	11	0
C[C@H](CO)N1C[C@H](C)[C@H](CN(C)C(=O)CCCN(C)C)OCCCC[C@H](C)Oc2ccc(NC(=O)Nc3ccccc3)cc2C1=O	-4[16.7 µM]	1.4	14	4	-19	10	-8
CN(C)C(=O)c1ccc(-c2ccc([C@@H]3[C@@H](C#N)N(S(C)(=O)=O)[C@H]3CO)cc2)cc1	x	-1.2	-13	5	10	-3	6
COCCNC(=O)C(=O)Nc1cc2c3c(c1)C(C)C(=O)N3CCC2 (stereo not drawn)	-4	3.9	-1	4	-17	15	9
O=C1c2ccccc2C(=O)N1CCCCON1C(=O)c2ccccc2C1=O	x	x	14	-5	-9	x	x
O=C(c1ccccc1Br)N1CCc2c([nH]c3ccccc23)C1	-7	2.7	-23	3	18	-2	4
C=C(C(=O)c1ccccc1)C(C)CC(=O)c1ccccc1 (stereo not drawn)	x	x	-3	-2	62*	x	x

More records:
SMILES	miR-122 sensor	CFTR F508del cor	GSIS activator	FN deposition inh	PAX8 reporter	DENV2 CPE	EWS-Fli inh
COc1cc(C(=O)Nc2ccc(O)cc2)ccc1OC(C)=O	7	x	x	8	-55	x	x
CCOC(=O)c1ccccc1NC(=O)COC(=O)c1ccccc1C(=O)N(C)c1ccccc1	x	-0.2	-12	-6	x	6	2
Cc1ccc(C(=O)Nc2nc(-c3ccco3)c(-c3ccco3)s2)o1	19	-2.9	-8	4	-1	-4	-5
C/C(CC(=O)Nc1ccc(N(C)C)cc1)=N\NC(=O)c1ccc(Cl)cc1Cl	-2	-3.3	-13	3	-7	-4	-16
O=C(Nc1cccnc1)OCc1ccccc1	x	3.9	5	0	6	-1	-58
CCCOc1cccc(C(=O)N2CCN(C(=O)C3CCCO3)CC2)c1 (stereo not drawn)	4	1.6	48	x	3	u	4
CCN(CC)CCNC(=O)c1ccc(NC(=O)c2c(F)cccc2Cl)cc1	x	2.8	3	0	18	x	6
CN1C(=O)c2cc(NS(C)(=O)=O)ccc2OC[C@@H]2O[C@@H](CC(=O)NCc3ccc(-c4ccccc4)cc3)CC[C@@H]21	x	x	8	x	4	-1	0
CC(=O)NCCn1c(SCC(=O)NC2CCCCC2)nc2ccccc2c1=O	2	0.5	x	-6	6	6	3
O=C(NCCc1ccccc1)[C@H]1[C@H](CO)[C@H]2Cn3c(ccc(-c4cccc(F)c4)c3=O)[C@@H]1N2	4[16.7 µM]	-3.3	1	0	3	10	-14
CC(OC(=O)Cn1cnc2ccccc2c1=O)C(=O)N(C)c1ccccc1 (stereo not drawn)	-4	1.7	6	-2	-5	-2	1
O=C(Cc1ccc(Br)cc1)N/N=C/c1cccnc1	1	0.2	12	15	-2	2	-26
COc1cccc(S(=O)(=O)N(C)C[C@@H]2Oc3cc(C#CCC(C)C)ccc3S(=O)(=O)N([C@H](C)CO)C[C@@H]2C)c1	-7[16.7 µM]	0.1	0	-5	x	1	35
Cc1ccc2cc3cc(C(=O)NCCCN4CC(C)CC(C)C4)oc3nc2c1 (stereo not drawn)	-2	1.2	5	-10	-9	-2	1
CCOC(=O)CN1C(=O)N(c2ccccc2OC)S(=O)(=O)c2ccccc21	x	0.9	x	0	11	-4	7
COCCNc1nc(-c2cc(-c3ccccc3)on2)cc(C(C)C)n1	-3	3.4	-13	-7	-3	x	-14
CCN(Cc1ccccc1)Cc1nc(CCc2ccccc2)no1	x	2.0	-42	-5	-4	-3	6
CCOC(=O)C1CCN(C(=O)c2cc3c(ccc4ccccc43)o2)CC1	-3	-1.2	-20	4	-197	-5	-87
CCC1=C(C)CN(C(=O)NCCc2ccc(S(=O)(=O)NC(=O)NC3CCC(C)CC3)cc2)C1=O (stereo not drawn)	6	5.9	-4	-2	-1	u	1
Cn1c(=N)n(CC(=O)c2cccs2)c2ccccc21	4	-1.3	2	x	x	-5	-67
O=C(CNC(=S)N(Cc1ccccc1)Cc1cccnc1)NC1CCCC1	3	x	x	0	7	7	-2
CCc1nc2ccc(C(=O)N3CCN(C(C)=O)CC3)cn2c1N(C)C(=O)c1cccc(OC)c1	-2	-0.5	6	-5	17	6	-3
O=C(Nc1cccc([N+](=O)[O-])c1)Nc1cccs1	x	-0.7	-9	-7	-32	2	-18
O=C(Nc1ccccc1C(F)(F)F)Nc1cccc2ccccc12	1	x	6	-1	x	x	x
COc1cccc(NC(=O)c2nnn(Cc3ccc(Br)cc3F)c2N)c1	21	-0.8	-1	5	-84	5	-50

More entries:
SMILES	miR-122 sensor	CFTR F508del cor	GSIS activator	FN deposition inh	PAX8 reporter	DENV2 CPE	EWS-Fli inh
COc1ccc(C(c2nnnn2-c2ccc3c(c2)OCCO3)N2CCN(C/C=C/c3ccccc3)CC2)cc1 (stereo not drawn)	17	1.9	-9	1	3	-15	-11
O=C(NCc1ccncc1)[C@@H]1[C@@H](CO)[C@@H]2Cn3c(ccc(-c4cccnc4)c3=O)[C@@H]2N1C(=O)C1CC1	1[16.7 µM]	-5.3	7	x	-3	-5	3
CC(=O)Nc1ccc2c(c1)C(=O)N(C)[C@@H]1CC[C@H](CC(=O)NCc3ccc(F)cc3)O[C@@H]1CO2	1[16.7 µM]	-0.9	-2	-11	1	-2	-1
COc1cccc(NC(=O)N(C)C[C@H]2Oc3cc(-c4ccccc4OC)ccc3S(=O)(=O)N([C@H](C)CO)C[C@H]2C)c1	12[16.7 µM]	-2.1	-25	x	20	-3	1
Oc1ccccc1-n1nc2ccc3nonc3c2n1	5	-2.8	19	7	30	6	-8
CSc1ccc(S(=O)(=O)NCc2ccccc2)cc1	53	x	-5	4	x	x	x
Cc1ccc(S(=O)(=O)N2CCOCC2)cc1NS(=O)(=O)c1ccc(F)c(F)c1	12	1.6	-26	-5	-16	-4	1
C[C@@H]1CN([C@@H](C)CO)C(=O)c2cc(NC(=O)Nc3ccc(C(F)(F)F)cc3)ccc2O[C@@H]1CN(C)S(C)(=O)=O	2[16.7 µM]	-1.6	6	x	2	-3	8
Nc1[nH]c(C(=O)c2ccccc2)c(-c2ccc([N+](=O)[O-])cc2)c1C(=O)NCCc1c[nH]c2ccccc12	x	5.6	x	18	-5	-1	-1
COC(=O)C1=C(C)N(Cc2ccccc2C(F)(F)F)C(=NCc2ccc(C(F)(F)F)cc2)NC1CCc1ccccc1 (stereo not drawn)	x	3.1	x	3	-19	4	36
COc1ccc(/C=C2\SC(=S)N(CC(=O)Nc3nnc(C)s3)C2=O)cc1	-3	1.4	x	-7	4	7	6
CN(C)c1nnnn1-c1ccccc1Oc1ncc(C(F)(F)F)cc1Cl	11	-1.3	-3	13	5	3	-20
COc1ccc(NC(=O)C2(C)Cc3c(-c4ccc(N(C)C)cc4)ccnc3O2)cc1OC (stereo not drawn)	x	1.8	0	2	-20	1	5
Cc1c(S(=O)(=O)NC(C)c2ccccc2)c(=O)n(C)c(=O)n1C (stereo not drawn)	-1	1.5	8	x	-2	-6	1
O=C(NCc1ccccc1)C(C(=O)c1ccc(F)cc1)n1ccccc1=O (stereo not drawn)	-3	x	x	-19	15	x	x
COc1cc(C)ccc1OCC(=O)NCC1CCCO1 (stereo not drawn)	-1	4.3	x	x	-26	0	-9
C[C@@H]1CN([C@@H](C)CO)C(=O)c2cc(NS(=O)(=O)c3ccccc3)ccc2O[C@H]1CN(C)Cc1ccc(C(=O)Nc2ccccc2N)cc1	x	0.7	10	x	13	-12	0
O=C(NC[C@@H]1CC[C@@H]2[C@@H](CN2Cc2ccc(Oc3ccccc3)cc2)O1)C1CCOCC1	x	-1.5	x	x	-27	-5	9
C[C@H](CO)N1C[C@H](C)[C@H](CN(C)C(=O)c2ccccc2F)Oc2cc(C#CCN(C)C)ccc2S1(=O)=O	-5[16.7 µM]	x	1	1	8	16	0
COc1ccc2c3c([nH]c2c1)[C@H](CO)N(C(C)=O)CC31CN(C(=O)CN2CCOCC2)C1	x	-0.2	-5	-10	x	0	1

Entries of single compounds from above.
O=C(Nc1nc2ccc(S(=O)(=O)N3CCCCC3)cc2s1)c1ccncc1 is listed with miR-122 sensor = 6; CFTR F508del cor = x; GSIS activator = x; FN deposition inh = -4; PAX8 reporter = -2; DENV2 CPE = x; EWS-Fli inh = x
CCOC(=O)CN1C(=O)N(c2ccccc2OC)S(=O)(=O)c2ccccc21 is listed with miR-122 sensor = x; CFTR F508del cor = 0.9; GSIS activator = x; FN deposition inh = 0; PAX8 reporter = 11; DENV2 CPE = -4; EWS-Fli inh = 7
